Screens: PubChem BioAssay, several laboratories
PPARg SRC-1 ag: PPARgamma agonists recruiting SRC-1 coactivator, primary screen, biochemical | Peroxisome proliferator-activated receptor gamma (Homo sapiens), P37231 | PPARgamma-SRC-1 coactivator recruitment biochemical assay | activation, % at 8 µM | 200,000 compounds, 0.41% hits | AID 631, 2007; in the data active = activation above about 19%;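 also: 0% = DMSO and 100% = reference agonist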
Target sequence (P37231 whole entry, looked up): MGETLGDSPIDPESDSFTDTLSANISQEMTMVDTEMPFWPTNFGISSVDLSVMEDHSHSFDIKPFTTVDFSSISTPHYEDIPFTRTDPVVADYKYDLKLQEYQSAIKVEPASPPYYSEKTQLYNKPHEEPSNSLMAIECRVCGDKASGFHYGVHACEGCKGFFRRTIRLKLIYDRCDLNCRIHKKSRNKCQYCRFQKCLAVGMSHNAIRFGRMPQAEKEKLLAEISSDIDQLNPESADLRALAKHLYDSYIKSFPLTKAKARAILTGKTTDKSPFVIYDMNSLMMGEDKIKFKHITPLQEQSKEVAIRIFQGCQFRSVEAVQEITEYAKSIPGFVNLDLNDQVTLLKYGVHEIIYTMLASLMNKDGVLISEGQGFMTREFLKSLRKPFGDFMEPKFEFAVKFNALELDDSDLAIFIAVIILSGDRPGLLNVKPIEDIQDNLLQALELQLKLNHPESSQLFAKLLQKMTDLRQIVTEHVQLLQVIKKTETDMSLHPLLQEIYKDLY
bIAP act: bovine intestinal alkaline phosphatase activators, primary screen, biochemical, bovine IAP, CDP-star luminescence. AID 1016, 2008. activation factor at 20 µM. purified bovine IAP, 30 min; hits give high values; fold of DMSO-control signal, blank-subtracted. 200,000 compounds, 0.17% hits;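 active = activation factor of 2 or more at 20 µM, a signal rise over negative controls twice the positive control's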
HMGR II inh: inhibitors of E. faecalis class II HMGR, primary screen, biochemical, Enterococcus faecalis | HMG-CoA reductase (Enterococcus faecalis, mvaE) | AID 1066, 2008 | purified E. faecalis HMGR, NADPH absorbance 340 nm kinetic | inhibition, % at 10 µM | 190,000 compounds, 0.41% hits;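 active = inhibition above a set limit, the median over all tested compounds plus 3 SD, cut at about 9.5% in these data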;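 also: enzyme runs in reverse so mevalonate oxidation gives rising NADPH absorbance; 0% = complete reaction with DMSO and 100% = background rate lacking mevalonate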
PPARg SRC-2 ag: agonists of PPARg-SRC-2 recruitment, primary screen, biochemical, HTS. PPARgamma LBD-SRC-2 recruitment. activation, % at 8 µM. 200,000 compounds, 0.34% hits. AID 1032, 2008; in the data active = activation above about 22%;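 also: 0% = vehicle and 100% = reference agonist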
TNAP act hi DEA: TNAP activators at high phosphate acceptor level, primary screen, biochemical, luminescence, uHTS; Alkaline phosphatase, tissue-nonspecific isozyme (Homo sapiens), P05186; purified TNAP, CDP-star luminescence, 1 M DEA, 30 min; hits give high values; 0 = EDTA background, 1 = DMSO-only activity; activation factor at 20 µM; 200,000 tested, under 10 active; AID 1136, 2008;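 active = activation factor at least 2 at 20 µM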
Target sequence (P05186 whole entry, looked up): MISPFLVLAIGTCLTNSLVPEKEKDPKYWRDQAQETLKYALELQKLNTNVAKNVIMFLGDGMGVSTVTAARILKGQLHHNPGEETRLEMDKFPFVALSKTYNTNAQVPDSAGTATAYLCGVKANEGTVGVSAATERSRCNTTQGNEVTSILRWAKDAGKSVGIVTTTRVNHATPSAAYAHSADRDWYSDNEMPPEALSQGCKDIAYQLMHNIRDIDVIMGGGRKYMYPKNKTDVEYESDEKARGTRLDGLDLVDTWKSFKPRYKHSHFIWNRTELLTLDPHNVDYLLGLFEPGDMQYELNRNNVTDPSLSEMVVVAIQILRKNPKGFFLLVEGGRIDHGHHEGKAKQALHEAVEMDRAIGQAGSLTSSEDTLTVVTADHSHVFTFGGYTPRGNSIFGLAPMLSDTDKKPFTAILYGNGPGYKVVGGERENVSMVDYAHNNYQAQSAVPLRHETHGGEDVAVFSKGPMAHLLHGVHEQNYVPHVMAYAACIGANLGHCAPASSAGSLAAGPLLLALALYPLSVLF
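Assay system: human TNAP; Input: enzyme diluted 1/800 final; Reagent: CDP-star luminogenic substrate at 100 µM final; Timing: 30 min, room temperature; Signal: luminescence; Evaluation: TNAP activation factor scaled between EDTA and DMSO control wells.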
TNAP inh hiacc: human TNAP enzyme inhibitors, primary screen, biochemical, luminescent, high phosphate acceptor level, uHTS | inhibition, % at 20 µM | Alkaline phosphatase, tissue-nonspecific isozyme (Homo sapiens), P05186 | 200,000 compounds, 0.03% hits | purified TNAP, CDP-star luminescence, 1 M DEA;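 active = over 50% inhibition of tissue-nonspecific alkaline phosphatase at 20 µM in the single-dose screen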;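 also: plate controls were DMSO wells for no effect and EDTA-quenched wells as full inhibition for full effect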
SRC2 TRFRET art: TR-FRET signal artefacts, primary screen, artefact control for PPARgamma SRC-2 agonist project, biochemical; TR-FRET artefact counter-screen; hits give high values; 200,000 compounds, 0.4% hits; AID 1049, 2008; TR-FRET ratio at 8 µM; in the data active = TR-FRET ratio above about 2000; also: inactives centre near 1500
PPARg SRC3 recr: PPARgamma agonists recruiting SRC-3 coactivator, primary screen, biochemical. Peroxisome proliferator-activated receptor gamma (Homo sapiens), P37231. biochemical PPARgamma/SRC-3 coactivator recruitment assay. activation, % at 8 µM. 200,000 compounds, 0.26% hits. AID 731, 2007; in the data active = activation above about 23%;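 also: 0% = DMSO and 100% = reference agonist; some compounds past the cut are filed as inactive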
TNAP inh no acc: human TNAP enzyme inhibitors, primary screen, biochemical, luminescent, no phosphate acceptor, uHTS; Alkaline phosphatase, tissue-nonspecific isozyme (Homo sapiens), P05186; purified TNAP, CDP-star luminescence, 30 min; inhibition, % at 20 µM; 200,000 compounds, 0.26% hits; AID 1012, 2008;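 active = tissue-nonspecific alkaline phosphatase inhibition above about 50% at 20 µM in the single-dose screen, limit read from the data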;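 also: 0% = DMSO negative control and 100% = EDTA positive control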
bIAP inh: bovine intestinal alkaline phosphatase inhibitors, primary screen, selectivity assay for TNAP inhibitor project, biochemical, bovine IAP, CDP-star luminescence. alkaline phosphatase, intestinal [Bos taurus]. inhibition, % at 20 µM. purified bovine IAP, 30 min. 190,000 tested, under 10 active;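 active = over 50% inhibition of intestinal alkaline phosphatase at 20 µM in the single-dose screen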
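Assay system – bovine IAP enzyme · Quantity – bovine IAP at 1/65,000,000 final dilution · Detection – CDP-star luminescence signal · Times – 30 min reaction at room temperature · Also added – CDP-star substrate at 30 µM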
* marks the source's active call; other numbers are inactive results.

A first look (3 entries):
Below each SMILES – TNAP inh no acc | PPARg SRC-2 ag | bIAP act | PPARg SRC-1 ag | TNAP inh hiacc | TNAP act hi DEA | SRC2 TRFRET art | bIAP inh | PPARg SRC3 recr | HMGR II inh
CCOc1ccccc1Oc1cn[nH]c1-c1ccc(OC)cc1O
→ -88.4 | 5.5 | 1.4 | 2.2 | -2.1 | 1 | 1677 | -39.6 | -9.5 | -2.4
CNC(=S)Nc1ccc(OCc2ccccc2)cc1
→ -2.7 | 0.3 | 0.9 | 16.9 | 1.6 | 1 | 1646 | 14.4 | 6.5 | 0.7
Cn1c(-c2ccc(Cl)cc2)cnc1NCc1cc2c(cc1[N+](=O)[O-])OCO2
→ -6.0 | -8.8 | 0.6 | -3.5 | 2.1 | 1 | 1371 | 35.2 | 1.8 | -4.0

Results, previewed entries included:
Below each SMILES – TNAP inh no acc | PPARg SRC-2 ag | bIAP act | PPARg SRC-1 ag | TNAP inh hiacc | TNAP act hi DEA | SRC2 TRFRET art | bIAP inh | PPARg SRC3 recr | HMGR II inh
CCOc1ccccc1Oc1cn[nH]c1-c1ccc(OC)cc1O
→ -88.4 | 5.5 | 1.4 | 2.2 | -2.1 | 1 | 1677 | -39.6 | -9.5 | -2.4
CNC(=S)Nc1ccc(OCc2ccccc2)cc1
→ -2.7 | 0.3 | 0.9 | 16.9 | 1.6 | 1 | 1646 | 14.4 | 6.5 | 0.7
Cn1c(-c2ccc(Cl)cc2)cnc1NCc1cc2c(cc1[N+](=O)[O-])OCO2
→ -6.0 | -8.8 | 0.6 | -3.5 | 2.1 | 1 | 1371 | 35.2 | 1.8 | -4.0
Cc1sc2ncnc(SC(C)C(=O)N3c4ccccc4Sc4ccccc43)c2c1C (centres undefined)
→ 0.9 | -11.8 | 1 | -2.4 | -2.1 | 1 | 1590 | 0.0 | -0.1 | -7.7
O=C(NCCC(c1ccccc1)c1ccccc1)c1cnc2sccn2c1=O
→ -5.9 | -0.1 | 1 | 4.4 | -3.1 | 1 | 1586 | 3.3 | 3.1 | -4.3
O=C(NCc1ccccc1)C1=C[C@H](c2coc3ccccc3c2=O)C[C@H](OCCCCO)O1
→ -6.3 | -4.0 | 1 | 9.4 | -3.9 | 1 | 1769 | -0.2 | 1.8 | -0.1
COc1ccc(NS(=O)(=O)c2ccc(NS(C)(=O)=O)cc2)cc1
→ -13.7 | 0.9 | 1 | -1.8 | -8.0 | 1.1 | 1658 | 4.7 | 4.4 | -8.5
CCOc1ccc(/C(O)=C2/C(=O)C(=O)N(CC3CCCO3)C2c2ccc(C)o2)cc1 (centres undefined)
→ -3.7 | 7.6 | 0.9 | 0.8 | 1.8 | 1 | 1626 | 6.3 | 9.6 | 4.3
O=C(Nc1ccccc1Cl)c1cc(S(=O)(=O)N2CCOCC2)cs1
→ -13.4 | -2.8 | 1 | -3.4 | -5.5 | 1.1 | 1521 | 0.5 | -3.3 | 3.0
CCOc1cc(N2CCOCC2)c(OCC)cc1NC(C)C(=O)N1CCC(C)CC1 (centres undefined)
→ -5.2 | 9.6 | 1 | 7.3 | 1.2 | 1 | 1738 | 3.7 | 8.0 | -11.2
Cc1cccc(NC(=S)NC(C)CCc2ccccc2)c1 (centres undefined)
→ -9.6 | 13.3 | 0.6 | 0.7 | 4.2 | 1 | 1497 | 37.6 | 6.5 | -10.3
CCCCOC(=O)Nc1nc(CC(=O)OCC)cs1
→ -8.6 | 6.5 | 1 | -1.9 | -4.3 | 1 | 1516 | -0.5 | 0.3 | 1.5
Cc1cc(C(=O)CSC(C)c2nc3ccccc3c(=O)[nH]2)c(C)n1C (centres undefined)
→ -21.9 | 0.1 | 0.9 | 7.4 | -6.5 | 1.1 | 1565 | 5.3 | -0.2 | 0.2
COc1ccc(C(=O)NCC(=O)OCc2cccc(Br)c2)cc1
→ -9.4 | 12.1 | 1 | -6.8 | -4.1 | 1 | 1584 | 4.3 | 6.7 | -1.1
CC(=O)ON1C(C)(C)CC(OC(=O)c2ccccc2)CC1(C)C
→ -11.4 | -1.5 | 0.9 | -2.2 | -7.0 | 1.1 | 1561 | 5.0 | 0.3 | -0.6
O=C(O)CSC1c2ccccc2C(=O)N1Cc1ccccc1 (centres undefined)
→ -11.0 | -4.1 | 1 | 8.4 | -6.3 | 1.1 | 1503 | 3.0 | -5.7 | 0.4
COc1ccc(F)cc1C(=O)C1CCCN(Cc2c(C)n(C)n(-c3ccccc3)c2=O)C1 (centres undefined)
→ -1.1 | -3.1 | 0.9 | 5.4 | 2.6 | 1 | 1452 | 14.8 | 2.5 | -0.7
Cc1ccc(C)c(CSCC(=O)NCc2cccs2)c1
→ -17.7 | 1.6 | 0.9 | 2.4 | -5.2 | 1.1 | 1453 | 13.6 | -1.2 | 0.4
CSCC[C@H](NC(=O)NCc1ccc(F)cc1)C(=O)O
→ -16.7 | 4.6 | 0.9 | 9.3 | -7.0 | 1.1 | 1393 | 9.5 | 2.9 | 0.3
CC(C)CN=Cc1c(O)c([N+](=O)[O-])cc2oc3c(c12)CCCC3
→ 21.7 | -2.3 | 0.9 | -2.5 | 20.9 | 0.8 | 1530 | 11.6 | -0.6 | -4.2
CSc1nc(-c2ccccc2F)c(C#N)c(=O)n1C
→ -0.4 | 10.6 | 0.9 | 1.0 | -6.2 | 1.1 | 1675 | 5.4 | 1.0 | -0.7
CCC(=O)c1ccc(OCC(O)Cn2nc(C)c(C(C)=O)c2C)cc1 (centres undefined)
→ -13.5 | 9.4 | 1.1 | 11.0 | -8.8 | 1.1 | 1554 | -10.7 | 4.1 | -2.6
CCCCn1c(SCC(=O)Nc2cc(C)on2)nc2ccccc2c1=O
→ -1.6 | -5.9 | 0.9 | 22.3* | -0.9 | 1 | 1385 | 12.4 | 12.8 | -2.3
COc1cc(OC)c(C2SCCCS2)cc1OC
→ -1.2 | 4.6 | 0.6 | 3.4 | 2.0 | 1 | 1647 | 36.7 | -0.3 | 1.9
CCOC(=O)c1ccc(N2C(=O)CC(N(C)CCc3ccc(OC)c(OC)c3)C2=O)cc1 (centres undefined)
→ -5.0 | -1.0 | 1 | -0.9 | -1.0 | 1 | 1587 | -4.8 | 3.4 | 1.9
Nc1nc(SCc2ccc(Br)cc2)[nH]c(=O)c1-c1ccccc1
→ -1.7 | -5.2 | 1 | -1.9 | -7.2 | 1.1 | 1478 | -0.4 | -3.1 | -3.8
O=C(COC(=O)C1CCCCC1)Nc1ccc(S(=O)(=O)N2CCOCC2)cc1
→ 2.3 | 7.4 | 1 | 1.0 | 2.5 | 1 | 1549 | -4.2 | 1.3 | -3.8
O=C(c1sc2cc([N+](=O)[O-])ccc2c1Cl)N1CCCCC1
→ -4.1 | 1.2 | 0.8 | 8.4 | 0.8 | 1 | 1460 | 21.1 | -3.3 | 1.1
Cc1ccc(-n2nc3c(c2NC(=O)c2ccc(S(=O)(=O)N4CCOCC4)cc2)CSC3)c(C)c1
→ -7.6 | -1.8 | 1 | 8.9 | 0.4 | 1 | 1419 | 0.2 | 1.6 | -0.7
CCCCNC(=O)CCNC(=O)c1ccc(C(C)(C)C)cc1
→ 20.0 | 4.7 | 1 | 3.5 | -4.6 | 1 | 1379 | -1.9 | 5.2 | 0.3
CCO/C=C1/C(=O)N(C(C)=O)c2ccccc21
→ -5.7 | 0.9 | 1.1 | 6.0 | -2.4 | 1 | 1615 | -11.7 | 5.2 | -1.1
COCC(=O)Nc1cc(OC)ccc1OC
→ -8.2 | -3.9 | 0.9 | -0.6 | -2.6 | 1 | 1599 | 8.9 | 2.2 | -3.6
O=C(O)Cn1nnnc1-c1ccc(F)cc1
→ -12.6 | 3.0 | 1 | 1.8 | -2.1 | 1 | 1425 | 4.7 | -0.3 | -1.5
CC(C)N1C(=O)c2ccc(C(=O)O)cc2C1=O
→ 3.6 | -6.7 | 1 | -8.8 | 1.2 | 1 | 1251 | 2.8 | 4.5 | -1.8
O=C(NCCN1CCOCC1)c1ccc2ccccc2n1
→ -8.7 | 0.9 | 0.9 | -6.2 | -3.4 | 1 | 1510 | 8.2 | 0.5 | -9.1
Clc1cccc(OCCN2CCNCC2)c1
→ -3.6 | -4.6 | 1.2 | -6.2 | -0.8 | 1 | 1558 | -16.4 | 1.6 | 2.5
COc1ccc(CC(=O)OCN2C(=O)c3ccccc3C2=O)cc1
→ -13.9 | -6.0 | 0.9 | 4.2 | -5.7 | 1.1 | 1519 | 5.8 | -9.7 | -7.5
COc1ccc(NC(=O)Nc2sc(NS(=O)(=O)c3ccccc3)nc2C)cc1
→ -16.7 | -0.6 | 1.2 | 2.7 | -5.6 | 1.1 | 1762 | -24.0 | 2.8 | -10.2
CCN(CC)CCN(C(=O)CCOc1ccccc1)c1nc2c(F)cc(F)cc2s1
→ -11.1 | 2.7 | 1 | 6.5 | -6.7 | 1.1 | 1530 | 3.2 | 5.5 | 1.6
Cc1nn(-c2ccccc2)c(C)c1/C=N/N1CCN(c2ccccn2)CC1
→ -5.5 | 0.8 | 1.2 | 4.1 | -2.0 | 1 | 1540 | -16.7 | -0.1 | -4.0
Cn1c(SCC(=O)Nc2ccc3nc(SCC(=O)N4CCCC4)sc3c2)nnc1-c1ccc(N)cc1
→ 3.5 | 0.0 | 1 | 3.6 | -10.1 | 1.1 | 1343 | 2.1 | 2.3 | 4.5
CCOc1ccc(OCc2ccc(C(=O)NCc3ccncc3)o2)cc1
→ -10.6 | 11.0 | 0.9 | 4.9 | -3.0 | 1 | 1534 | 9.5 | -2.9 | 2.1
Cc1ccc(C2=NN(C(=O)CCC(=O)O)C(c3cn(-c4ccccc4)nc3-c3ccc(C)cc3)C2)cc1 (centres undefined)
→ -0.1 | 2.6 | 1 | 3.1 | -4.9 | 1 | 1591 | 1.1 | 2.0 | -0.8
COc1ccc(C(=O)NCCN2CCCC2)cc1OC
→ -8.4 | 8.0 | 1 | 0.2 | -5.1 | 1.1 | 1499 | -3.0 | 7.5 | 3.6
COc1cc(OC)c(NS(=O)(=O)c2cccc(C(=O)OCC(=O)NCC3CCCO3)c2)cc1Cl (centres undefined)
→ -6.9 | 4.9 | 1 | 5.1 | -3.7 | 1 | 1619 | 4.1 | 0.5 | -4.8
CNc1ncc(Cc2ccccc2)s1
→ -13.4 | -8.8 | 0.9 | 2.1 | -1.9 | 1 | 1305 | 7.2 | -1.3 | -0.9
CC1(C)C(=O)Nc2ccccc2N1C(=O)COC(=O)Cn1cnc2ccccc2c1=O
→ -10.6 | 0.0 | 1 | -0.6 | -3.7 | 1 | 1566 | -0.7 | 5.4 | -1.5
